High-throughput results deposited in PubChem by National Center for Advancing Translational Sciences (NCATS).
TGFb inhibitor = blocks TGF-b signaling; HepG2 CAGA-GFP TGF-b/SMAD3 reporter, GFP fluorescence, 18 h; TGF-beta stimulated, 500 pg/mL final; Potency, µM (series often up to 46.1 µM), for the others: top-dose activity, negative = inhibition, usual class: inhibitors; 1.2% of 410,000 active; note: potency is the fitted concentration of half-maximal effect; % is set by controls: 0 for no effect and ±100 for the full control effect; nearly all actives have a fitted effect of over 65% in size
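GFP signal (ex488/em500-530) from TGF-beta-stimulated HEPG2 CAGA-GFP cells, 500 pg/mL final, 18 h at 37 degrees C in DMEM plus 1% FBS, normalized to unstimulated and DMSO-stimulated controls.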
Nrf2 block = inhibitors of Nrf2 signaling | A549 ARE-Fluc reporter, luciferase luminescence, 18-24 h | Potency, µM (top dose mostly 46 µM), without a hit: at the highest dose activity change, negative = inhibition, hits mostly inhibitors | 2.1% of 360,000 active | AID 504444; note: potency is the fitted concentration of half-maximal effect; % is set by controls: 0 for no effect and ±100 for the full control effect; nearly all actives have a fitted effect of over 60% in size
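Cells were seeded and rested 2 h, then exposed to compounds for 18-24 h. CellTiter-Fluor was read first as a viability measure. BugLite was added 15 min before the final luminescent read of ARE-luciferase activity in A549 cells.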
Nrf2 ARE act = activators of Nrf2 (ARE) signaling | AREc32 ARE-luciferase reporter (MCF7-derived line), luminescence, 24 h | Potency, µM (series often up to 46.1 µM), without a hit: at the highest dose activation, usual class: activators | 0.31% of 410,000 active; note: potency is the fitted concentration of half-maximal effect; % of control where 0% means no effect; nearly all actives have a fitted effect of over 65% in size
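Steps: seed AREc32_Fluc cells (1000/well, 5% FBS OPTI-MEM); incubate overnight at 37 deg C; add 23 nL compound; incubate 24 hr; add Steady-Glo; hold 30 min RT; read luminescence.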
A549 tox = counter-screen for Nrf2 inhibitors: cytotoxicity in A549 cells; A549 ARE-Fluc cells, CellTiter-Fluor viability, 18-24 h; Potency, µM (titrated, usually from 46 µM), inactives show top-dose activity change, negative = cytotoxicity, usual class: inhibitors; 0.16% of 390,000 active; AID 504648; note: potency is the fitted concentration of half-maximal effect; % is set by controls: 0 for no effect and ±100 for the full control effect
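Cytotoxicity counterscreen: CellTiter-Fluor fluorescence was measured in A549 ARE_Fluc cells after 18-24 h of compound exposure in a concentration series. The subsequent BugLite luminescent read reports ARE-luciferase activity.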
Mm-Cpn inhibitor = blocks the Methanococcus maripaludis chaperonin Mm-Cpn; Potency, µM (top dose mostly 76.9 µM), for the others: top-dose activity, negative = inhibition, hits mostly inhibitors; purified Mm-Cpn ATPase, ADP Transcreener TR-FRET; 0.031% of 330,000 active; AID 504842; note: potency is the fitted concentration of half-maximal effect; % is set by controls: 0 for no effect and ±100 for the full control effect; nearly all actives have a fitted effect of over 80% in size
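25 nM Mm-CPN + cpd, 10 min 37°C; + 10 uM ATP, 30 min 37°C; buffer 30 mM Tris pH 7.4, 100 mM KCl, 5 mM MgCl2, 1 mM DTT; Transcreener ADP HTRF detection 30 min RT.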
HepG2 tox = counter-screen for TGF-b inhibitors: cytotoxicity in HepG2 cells; HepG2 CAGA-GFP viability, ATP luminescence, 18 h; Potency, µM (top dose mostly 46.1 µM), for inactives: at the highest dose activity change, negative = cytotoxicity, usual class: cytotoxic; 0.76% of 410,000 active; note: potency is the fitted concentration of half-maximal effect; some results filed as inactive show a strong effect at the top dose
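CellTiter-Glo luminescence gave cytotoxicity after 18 hours at 37 degrees C. The cells were HepG2 CAGA-GFP in 1% FBS DMEM, stimulated with 500 pg/mL TGF-beta after compound addition. %Activity was normalised to no-cell wells (complete cell-killing) and DMSO (no toxicity), and curves were fitted and classified.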
CCT modulator = modulators of cytosolic chaperonin (CCT/TRiC) activity. 0.3% of 360,000 active. purified chaperonin ATPase assay, HTRF ADP detection, 30 min. activity change, % (test concentration not listed), hits read low; in the data active = activity change below about -30%; note: % is set by controls: 0 for no effect and ±100 for the full control effect
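First, chaperonin was dispensed at 40 nM or 20 nM final depending on batch activity. Next, compounds were pinned at 76 uM and ATP added at 10 uM. After 30 min at 37 °C, ADP detection reagents ran 30 min at ambient temperature.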
pAkt inh = blocks phosphorylation of Akt; activity change, % for hits at 50 µM; Neuro2A IGF-stimulated pAkt S473 HTRF, 20 min; active compounds read low; 0.32% of 360,000 active; AID 651550; in the data active = activity change below about -80%; inconclusive = mostly about -51% to -80%; note: % is set by controls: 0 for no effect and ±100 for the full control effect
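Neuro2A cells (4,500/well, DMEM with 0.5% FBS) were treated with compound at a single 50 µM final concentration, stimulated with 6 nM IGF for 20 min at 37 °C, and lysed. Phospho-Akt Ser473 was read by HTRF as 665/615 ratio ×10^4.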
S2 tox = viability counter-screen for ATXN expression inhibitors; Potency, µM (doses to about 56.7 µM), usual class: cytotoxic; AID 651635; S2 cells (HEK-293 line with an ATXN2-luciferase reporter) viability, CellTiter-Fluor protease fluorescence, 24 h; 0.49% of 400,000 active; note: potency is the fitted concentration of half-maximal effect; nearly all actives have a fitted effect of over 40% in size
* marks the source's active call; other numbers are inactive results. Unless noted, calls come from the whole dose curve; as a rule, active = well fitted curve in the direction sought with a large enough effect; inconclusive = small, poorly fitted or top-dose-only effect, or another doubt; inactive = no such curve, though single readings can be large; an effect the other way counts as inactive or inconclusive.

Cc1cccc(Nc2ccccc2)c1 was read as TGFb inhibitor -3%, Nrf2 block 7%, Nrf2 ARE act 0.0%, A549 tox -10%, Mm-Cpn inhibitor -2%, HepG2 tox -7%, CCT modulator 0.8, pAkt inh inactive and S2 tox inactive.
O=C(Nc1cccc(S(=O)(=O)N2CCCC2)c1)[C@H]1C[C@H](O)[C@@H](CO)O1 was read as TGFb inhibitor 11%, Nrf2 ARE act -0.1%, HepG2 tox 0%, CCT modulator 1.2, pAkt inh inactive and S2 tox inactive.
Cc1ccc(CNC(=O)Cn2c(=O)n(Cc3ccccc3)c(=O)c3sc4ccccc4c32)cc1 was read as TGFb inhibitor -1%, Nrf2 block -9%, Nrf2 ARE act 0.0%, A549 tox 0%, HepG2 tox 13% and S2 tox inactive.
`O=C(CC1SC(=O)NC1=O)Nc1ccc(Cl)cc1` (configuration not stated) gave TGFb inhibitor -26%, Nrf2 block 12%, Nrf2 ARE act 26%, A549 tox 1%, Mm-Cpn inhibitor 0%, HepG2 tox 1%, CCT modulator -2.1, pAkt inh inactive and S2 tox inactive.
Screening COc1ccccc1C1CCN(Cc2ccccc2Cl)CC1 returned TGFb inhibitor -7%, Nrf2 block 4%, Nrf2 ARE act -0.9%, A549 tox -4%, Mm-Cpn inhibitor -2%, HepG2 tox 7%, CCT modulator -8.5, pAkt inh inactive and S2 tox inactive.
For COC(=O)c1c(NC(=O)CSc2nnc3ccccn23)sc2c1CCC2 the results were TGFb inhibitor 19%, Nrf2 block 3%, Nrf2 ARE act 0.0%, A549 tox 2%, Mm-Cpn inhibitor 1%, HepG2 tox 4%, CCT modulator 2.2, pAkt inh inactive and S2 tox inactive.
Screening CC(C)OCCCNc1nc(Cl)nc2c1cnn2C returned TGFb inhibitor -16%, Nrf2 block -13%, Nrf2 ARE act -0.2%, A549 tox 6%, HepG2 tox -1%, CCT modulator -3.7, pAkt inh inactive and S2 tox inactive.
Screening CC(C)c1ccc(Nc2nc(Cl)nc(NCc3ccco3)n2)cc1 returned TGFb inhibitor -19%, Nrf2 block -16%, Nrf2 ARE act 13%, A549 tox 0%, Mm-Cpn inhibitor -1%, HepG2 tox -34%, CCT modulator 0.0, pAkt inh inactive and S2 tox inactive.
Nc1ncnc(Oc2ccccc2F)c1[N+](=O)[O-] was read as TGFb inhibitor -19%, Nrf2 block inconclusive, Nrf2 ARE act inconclusive, A549 tox -7%, Mm-Cpn inhibitor -1%, HepG2 tox -11%, CCT modulator -0.4, pAkt inh inactive and S2 tox inactive.
Screening CCc1nc2ccc(C(=O)NCc3ccc(N(C)C)cc3)cc2nc1CC returned TGFb inhibitor 15%, Nrf2 ARE act 7.9%, A549 tox -2% and HepG2 tox 2%.

Pulled by compound from the entries so far:
Nc1ncnc(Oc2ccccc2F)c1[N+](=O)[O-] was read as TGFb inhibitor -19%, Nrf2 block inconclusive, Nrf2 ARE act inconclusive, A549 tox -7%, Mm-Cpn inhibitor -1%, HepG2 tox -11%, CCT modulator -0.4, pAkt inh inactive and S2 tox inactive.
O=C(Nc1cccc(S(=O)(=O)N2CCCC2)c1)[C@H]1C[C@H](O)[C@@H](CO)O1 was read as TGFb inhibitor 11%, Nrf2 ARE act -0.1%, HepG2 tox 0%, CCT modulator 1.2, pAkt inh inactive and S2 tox inactive.

(list continues)
For Cc1ccc2c(c1)c(=O)c1ccccc1n2CCCC(=O)Nc1ccc(C)c(C)c1 the results were TGFb inhibitor inconclusive, Nrf2 block inconclusive, Nrf2 ARE act 3.8%, A549 tox inconclusive, HepG2 tox -9% and S2 tox inactive.
For CC(C)C(=O)Nc1cccc(COc2ccc(CN(CCc3ccccc3)C(=O)OC(C)(C)C)cc2)c1 the results were TGFb inhibitor -5%, Nrf2 block inconclusive, Nrf2 ARE act 3.3%, A549 tox 1%, HepG2 tox -8%, CCT modulator -3.2, pAkt inh inactive and S2 tox inactive.
`O=C(c1cccc(Br)c1)N1CCCC1` gave TGFb inhibitor -5%, Nrf2 block 9%, Nrf2 ARE act -0.2%, A549 tox -11%, Mm-Cpn inhibitor 0%, HepG2 tox -17%, CCT modulator 0.9, pAkt inh inactive and S2 tox inactive.
CCOC(=O)C(CCC#N)(CCC#N)C(=O)OCC was read as TGFb inhibitor -29%, Nrf2 block 19%, Nrf2 ARE act -0.7%, A549 tox -8%, Mm-Cpn inhibitor 0%, HepG2 tox 1%, CCT modulator 0.2, pAkt inh inactive and S2 tox inactive.
COC(=O)c1cc2sc(Cl)cc2n1CC(=O)Nc1cc(OC)cc(OC)c1 was read as TGFb inhibitor 2%, Nrf2 block -15%, Nrf2 ARE act 13%, A549 tox -6%, HepG2 tox -14% and S2 tox inconclusive.
O=C(COC(=O)Cc1cccc(C(F)(F)F)c1)Nc1ccc2[nH]c(=O)[nH]c2c1 was read as TGFb inhibitor -8%, Nrf2 block -4%, Nrf2 ARE act -0.1%, A549 tox -6%, Mm-Cpn inhibitor -1%, HepG2 tox -21%, CCT modulator -0.9, pAkt inh inactive and S2 tox inactive.
For COc1ccc(CCNc2ncnc3[nH]ncc23)cc1OC the results were TGFb inhibitor -4%, Nrf2 block inconclusive, Nrf2 ARE act 2.3%, A549 tox -3%, Mm-Cpn inhibitor 1%, HepG2 tox -9%, CCT modulator -0.3, pAkt inh inactive and S2 tox inactive.
`c1csc(C(c2nnnn2C2CCCC2)N2CCOCC2)c1` (configuration not stated) gave TGFb inhibitor 10%, Nrf2 block 3%, Nrf2 ARE act -0.9%, A549 tox 5%, Mm-Cpn inhibitor 1%, HepG2 tox -8%, CCT modulator 0.3, pAkt inh inactive and S2 tox inactive.
For COC(=O)CSc1ncc2c(n1)-c1ccccc1N(Cc1ccc(Cl)cc1)S2(=O)=O the results were TGFb inhibitor 5%, Nrf2 block inconclusive, Nrf2 ARE act -0.7%, A549 tox inconclusive, HepG2 tox 1% and S2 tox inactive.
For COc1ccc(-n2c(SCC#N)nnc2-c2cccnc2)cc1 the results were TGFb inhibitor -10%, Nrf2 block 4%, Nrf2 ARE act -0.4%, A549 tox -1%, Mm-Cpn inhibitor -1%, HepG2 tox 1%, CCT modulator -0.1, pAkt inh inactive and S2 tox inactive.
For CSc1ccc(C(O)c2ncc(-c3cccc(OCc4ccccc4)c3)[nH]2)cc1 (configuration not stated) the results were TGFb inhibitor inconclusive, Nrf2 ARE act 0.5%, HepG2 tox -96%, CCT modulator -6.2, pAkt inh inactive and S2 tox inconclusive.
`CCn1cc(S(=O)(=O)c2ccc(Cl)cc2)c(=O)c2cc(OC)ccc21` gave TGFb inhibitor 3%, Nrf2 block inconclusive, Nrf2 ARE act -0.5%, A549 tox inconclusive, Mm-Cpn inhibitor -2%, HepG2 tox -1%, CCT modulator -0.7, pAkt inh inactive and S2 tox inactive.
`CN(CCNC(=O)C1CCC(=O)N(Cc2ccc(Cl)cc2)C1)CCc1ccccc1` (configuration not stated) gave TGFb inhibitor -7%, Nrf2 block 1%, Nrf2 ARE act 2.7%, A549 tox 0%, Mm-Cpn inhibitor 3%, HepG2 tox -45%, CCT modulator 0.4, pAkt inh inactive and S2 tox inactive.
`Nc1nc(SCc2cccnc2)c2ncn(C3OC(CO)C(O)C3O)c2n1` (configuration not stated) gave TGFb inhibitor -2%, Nrf2 block 1%, Nrf2 ARE act 0.2%, A549 tox 0%, HepG2 tox -14%, CCT modulator -2.4, pAkt inh inactive and S2 tox inactive.
Screening CCn1c2ccccc2c2cc(NC(=O)C(C)OC(=O)c3ccc(NC(=O)CC#N)cc3)ccc21 (configuration not stated) returned TGFb inhibitor inconclusive, Nrf2 block inconclusive, Nrf2 ARE act -1.9%, A549 tox -13%, Mm-Cpn inhibitor -6%, HepG2 tox -64%, CCT modulator 1.6, pAkt inh inactive and S2 tox inconclusive.
Screening CCCC(C)NC(=O)c1cc(C(=O)OC)cc([N+](=O)[O-])c1 (configuration not stated) returned TGFb inhibitor -2%, Nrf2 block -6%, Nrf2 ARE act -0.2%, A549 tox 5%, Mm-Cpn inhibitor 1%, HepG2 tox -7%, CCT modulator 0.4, pAkt inh inactive and S2 tox inactive.
CC(OC(=O)c1ccccc1Br)C(=O)Nc1nc(-c2cccc([N+](=O)[O-])c2)cs1 (configuration not stated) was read as TGFb inhibitor -4%, Nrf2 block 4%, Nrf2 ARE act 3.2%, A549 tox -2%, Mm-Cpn inhibitor 0%, HepG2 tox 5%, CCT modulator 0.2, pAkt inh inactive and S2 tox inconclusive.
`CCN(Cc1ccccc1)C(=O)Nc1ccc2c(c1)N(C)C(=O)c1ccccc1S2` gave TGFb inhibitor -16%, Nrf2 block inconclusive, Nrf2 ARE act -0.7%, A549 tox -12% and HepG2 tox -8%.
For CSc1c(C#N)sc(=S)n1-c1ccc(C)cc1 the results were TGFb inhibitor -1%, Nrf2 block -18%, Nrf2 ARE act 3.2%, A549 tox -7%, Mm-Cpn inhibitor -1%, HepG2 tox -2%, CCT modulator 2.5, pAkt inh inactive and S2 tox inconclusive.
Screening COC(=O)C1CCCN1S(=O)(=O)c1ccc([N+](=O)[O-])cc1 (configuration not stated) returned TGFb inhibitor -25%, Nrf2 block 5%, Nrf2 ARE act 0.3%, A549 tox -6%, Mm-Cpn inhibitor 2%, HepG2 tox -16%, CCT modulator -4.1, pAkt inh inactive and S2 tox inconclusive.
For Cn1c(CN2CCCCC2)nc2cc(NS(=O)(=O)c3ccc(Cl)cc3)ccc21 the results were TGFb inhibitor -11%, Nrf2 block inconclusive, Nrf2 ARE act 1.9%, A549 tox inconclusive, Mm-Cpn inhibitor 3%, HepG2 tox -10%, CCT modulator 0.6, pAkt inh inactive and S2 tox inactive.
For Cc1cccc(NC(=O)CSc2nnc(CSc3nc(C)cc(C)n3)n2Cc2ccco2)c1 the results were TGFb inhibitor -10%, Nrf2 block inconclusive, Nrf2 ARE act 0.6%, A549 tox -11%, Mm-Cpn inhibitor -1%, HepG2 tox -32%, CCT modulator -4.2, pAkt inh inactive and S2 tox inactive.

The order is random; overall some 4.4% were active at least once.
